CHRM4 PAM = positive allosteric modulators of human muscarinic M4 receptor; 360,000 tested, 0.4% active; activation, % at 3 µM; P08173; CHO-K1 hM4/Gqi5, Fluo-8 calcium fluorescence, ACh EC20; 0% = ACh EC20, 100% = maximal ACh; AID 624126;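 active = activation above its plate's cutoff, the mean activation of sample wells plus 3 SD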; also: some results filed as inactive read as strong as hits
Target sequence (P08173 whole entry, looked up): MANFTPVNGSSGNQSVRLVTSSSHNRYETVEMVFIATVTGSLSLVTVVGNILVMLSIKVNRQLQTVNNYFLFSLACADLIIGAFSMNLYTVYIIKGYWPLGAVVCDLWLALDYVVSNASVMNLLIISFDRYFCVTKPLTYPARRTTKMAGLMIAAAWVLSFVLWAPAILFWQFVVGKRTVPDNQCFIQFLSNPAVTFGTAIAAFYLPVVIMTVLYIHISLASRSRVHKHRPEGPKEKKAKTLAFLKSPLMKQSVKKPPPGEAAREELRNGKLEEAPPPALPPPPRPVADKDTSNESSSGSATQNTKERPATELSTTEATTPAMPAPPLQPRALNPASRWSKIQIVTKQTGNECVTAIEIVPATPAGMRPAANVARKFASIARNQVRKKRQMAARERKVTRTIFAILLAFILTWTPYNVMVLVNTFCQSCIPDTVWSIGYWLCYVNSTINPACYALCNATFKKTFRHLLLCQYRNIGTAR
M5 ag = CHRM5 agonism in calcium assay | activation, % at 3 µM | 360,000 tested, 0.19% active | CHO-K1 hM5 cells, Fluo-8 calcium fluorescence; 0% DMSO wells, 100% maximal acetylcholine response;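 active = activation above the run's mean over test compounds plus 3 SD, cut at about 23% in these data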;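 also: signal is peak over basal fluorescence ratio across the kinetic read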
Target sequence (P08912 whole entry, looked up): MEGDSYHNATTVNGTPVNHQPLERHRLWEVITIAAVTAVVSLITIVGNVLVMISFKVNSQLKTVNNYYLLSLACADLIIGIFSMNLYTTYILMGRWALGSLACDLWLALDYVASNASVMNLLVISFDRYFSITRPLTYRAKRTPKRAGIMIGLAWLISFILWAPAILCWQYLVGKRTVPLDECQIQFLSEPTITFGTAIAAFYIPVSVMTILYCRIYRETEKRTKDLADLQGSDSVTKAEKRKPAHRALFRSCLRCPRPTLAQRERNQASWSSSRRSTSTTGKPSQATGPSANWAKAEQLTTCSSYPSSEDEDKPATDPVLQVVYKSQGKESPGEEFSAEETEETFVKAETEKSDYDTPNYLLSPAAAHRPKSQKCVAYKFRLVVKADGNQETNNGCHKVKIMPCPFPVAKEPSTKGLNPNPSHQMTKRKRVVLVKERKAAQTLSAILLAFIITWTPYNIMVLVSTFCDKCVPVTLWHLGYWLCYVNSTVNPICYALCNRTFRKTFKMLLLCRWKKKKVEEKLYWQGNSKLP
CHRM4 agonist = agonists of human muscarinic M4 receptor (CHRM4). CHO-K1 hM4/Gqi5, Fluo-8 calcium fluorescence; vehicle 0%, full acetylcholine response 100%. AID 624127. 360,000 tested, 0.14% active. activation, % at 3 µM;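 active = activation above the run mean over all test wells plus 3 SD, cut at about 32% in these data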;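 also: peak over basal fluorescence ratio per well then scaled between controls; 0% = DMSO wells and 100% = acetylcholine at EC100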
CRFBP-R2 block = CRF-BP/CRF-R2 complex antagonism; HEK293 CRF-R2/CRF-BP, CRF-induced calcium fluorescence; inhibition, % at 11.8 µM; 350,000 tested, 0.59% active;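 active = inhibition of the ligand-induced calcium signal above about 50% at the single tested concentration, limit read from the data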
IDE inh = cellular human IDE inhibition; P14735; HEK cells, FAbetaB cleavage, fluorescence polarization; inhibition, % at 5.59 µM; 320,000 tested, 0.41% active;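 active = percent inhibition above the average of all tested compounds plus 3 SD, set per screening campaign, cut at about 16% in these data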;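 also: IDE supplied by intact live HEK cells; FP after avidin binding of uncleaved biotin substrate so inhibition keeps polarization high; 0% = DMSO wells and 100% = 60 µM reference IDE inhibitor Ii1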
CHRM4 antagonist = CHRM4 antagonism in calcium assay | P08173 | CHO-hM4 cells, ACh EC80, Fluo-8 calcium fluorescence | inhibition, % at 3 µM | 360,000 tested, 0.73% active;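 active = inhibition above its plate's cutoff, the mean inhibition of sample wells plus 3 SD, cut at about 27% in these data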;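 also: 0% = acetylcholine EC80 with DMSO and 100% = DMSO without agonist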
CRFR2-BP ag = agonists of human CRF-binding protein/CRF-R2 receptor complex; HEK293 CRF-R2/CRF-BP, calcium dye fluorescence (FLIPR); percent of saturating CRF peptide response; activation, % at 13.2 µM; 350,000 tested, 0.46% active;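 active = activation of at least 50%, plus an integration ratio under a set limit after plate pattern correction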;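 also: plate controls were neutral control wells without compound for no effect and CRF at EC100 for full effect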
CHRM5 PAM = potentiates acetylcholine response at human M5 receptor | P08912 | CHO-K1 hM5, Fluo-8 calcium, ACh EC20 PAM; 0% = ACh EC20, 100% = ACh EC100 | activation, % at 3 µM | 360,000 tested, 0.3% active;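 active = activation above the run cutoff, the mean activation of all test compounds plus 3 SD, cut at about 18% in these data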
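Assay system: CHO-K1 hM5 cells. Also added: acetylcholine at EC20 concentration, added after compound. Dosing: 3 µM, single dose. Times: compound preincubation 140 s before EC20 acetylcholine addition. Signal: Fluo-8 calcium fluorescence. Measure: % activation relative to EC20 and EC100 ACh responses. Repeats: singlicate, one well per test compound.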
M5 antag = CHRM5 antagonism in calcium assay; inhibition, % at 3 µM; CHO-hM5 cells, Fluo-8 calcium fluorescence, ACh EC80; P08912; 360,000 tested, 0.59% active;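 active = inhibition above a per-plate cutoff, the mean of that plate's test compounds plus 3 SD, cut at about 27% in these data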;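 also: 0% = acetylcholine EC80 with DMSO and 100% = DMSO without agonist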
The depositor's hits bear a star; / = not tested or not shown.

SMILES | CHRM4 PAM | M5 ag | CHRM4 agonist | CRFBP-R2 block | IDE inh | CHRM4 antagonist | CRFR2-BP ag | CHRM5 PAM | M5 antag
Cc1ccc(OCC(=O)N2CCCc3ccccc32)cc1 | 5.8 | -4.7 | -0.2 | -3.6 | -3.0 | -11.0 | -0.3 | -0.7 | -2.3
O=C(NC1CCCCCC1)c1c2c(nc3ccccc13)CCN(Cc1ccccc1)C2 | -19.4 | -0.1 | 12.4 | -8.3 | 8.0 | -15.1 | -3.5 | -10.8 | 6.0
CCOC(=O)C(CC(=O)O)N1CCCCC1 (stereo unspecified) | 1.7 | -5.0 | 0.2 | -0.3 | 6.1 | -3.9 | -1.4 | 10.2 | 12.2
CCCCC[C@H](O)/C=C/C1C(=O)C=C[C@H]1C/C=C\CCCC(=O)OC (stereo partly specified) | -5.7 | -0.8 | 8.8 | 8.3 | / | 1.8 | 1.2 | 0.2 | 4.0
Cc1ccnc(NS(=O)(=O)c2ccc(NC(=O)c3ccc(N4C(=O)CCC4=O)cc3)cc2)n1 | 6.1 | 4.2 | 0.1 | 11.2 | 1.6 | 4.4 | -0.6 | 6.3 | -4.7
CNC(=S)N1N=C(c2ccccc2)CC1c1ccccc1Cl (stereo unspecified) | -12.8 | -5.8 | 2.4 | -7.7 | 2.2 | 11.9 | 1.7 | -1.1 | 3.3
Cc1ccc(S(=O)(=O)N2CCN(C(=O)c3ccc(Br)o3)CC2)c(C)c1 | -5.8 | -1.4 | 2.0 | 4.5 | 0.2 | 6.8 | 0.8 | -3.0 | 9.4
O=C(Cn1nnc(-c2ccccc2)n1)Nc1ccccc1N1CCOCC1 | -2.3 | 3.8 | 7.7 | -7.5 | -0.7 | -5.0 | -0.2 | 1.2 | -6.9
Cc1cc(N2C(=O)C(O)=C(C(=O)c3ccco3)C2c2ccc(Cl)cc2)no1 (stereo unspecified) | 10.4 | -0.8 | -1.7 | 10.1 | 0.3 | -17.2 | 0.6 | 0.4 | 14.3
O=C(NC(=S)Nc1ccc(C(F)(F)F)cc1)c1csnn1 | -9.1 | -4.7 | 1.5 | -25.9 | 1.6 | 1.6 | 0.5 | -9.2 | 12.1
COc1ccc(N(CC(=O)Nc2cccc(C(C)=O)c2)S(C)(=O)=O)cc1OC | 15.1 | -2.5 | 1.5 | -2.8 | 5.1 | -12.0 | 0.5 | 4.5 | 0.5
CCOC(=O)C1=C(c2ccccc2)NC(=O)NC1c1ccc(OC)c(OC)c1 (stereo unspecified) | 6.2 | -3.9 | 0.0 | -1.1 | -2.1 | -8.4 | -0.3 | -2.1 | -7.3
O=C(NCCCN1CCc2ccccc2C1)C1CCN(S(=O)(=O)N2CCCC2)CC1 | -5.0 | -3.3 | 1.2 | 10.5 | -10.7 | -2.9 | 0.6 | -0.5 | -7.6
Cc1cccc(-n2cc(CN(C)Cc3nccn3C)c(-c3cccc(F)c3)n2)c1 | -5.3 | -5.0 | 2.4 | -27.1 | -5.9 | -5.5 | 1.1 | -4.2 | 13.0
COCCn1c(SCC(=O)c2ccc(F)cc2)nnc1C(C)C | 1.2 | -0.3 | 1.3 | -10.0 | 0.8 | -0.1 | 0.1 | 12.0 | -5.8
CCSc1nnc(NC(=O)CCc2ccc(OC)cc2)s1 | 20.0 | 1.7 | 0.9 | -34.6 | 1.3 | -7.2 | -2.5 | 10.4 | -7.5
CCCCN1CC[C@H]2C=CC[C@@H](C(=O)N3CCOCC3)[C@H]2C1=O | 11.9 | 0.7 | 0.9 | 0.8 | -1.1 | 7.1 | 0.1 | -4.0 | 10.6
CN(C)c1ccc(-c2nc3ccccc3n2C)cc1 | 7.5 | -1.6 | 0.3 | 10.7 | 4.8 | -6.4 | -4.6 | -1.3 | 4.8
CC(C)(C)c1n[nH]c2c1CCCC2 | -5.8 | -2.9 | 0.9 | -17.4 | -2.8 | 10.9 | -1.0 | 10.7 | 2.8
CSc1nnc([C@@H]2CCCN2C(=O)OC(C)(C)C)o1 | 1.4 | 1.4 | 0.5 | -1.4 | 3.1 | -5.4 | 0.5 | 3.7 | 7.6
CCC(C)C(NC(=O)C1CCC(C)CC1)C(=O)Nc1cc(OC)ccc1OC (stereo unspecified) | 0.8 | -5.6 | -3.5 | 3.0 | 0.7 | -11.6 | 0.5 | 0.1 | -2.1
CC(C)(c1ccccc1)c1ccc(OCCN)cc1 | -7.6 | 0.4 | 16.3 | -9.9 | 4.9 | -4.4 | 0.5 | 3.2 | 3.8
COc1ccc(NC(=O)CN(C)C(=O)c2ccc(N3CCCCCC3)c([N+](=O)[O-])c2)cc1 | -0.4 | 1.8 | 3.1 | 10.2 | -3.4 | 0.0 | -0.8 | -6.8 | 2.3
CC(C)(O)C#Cc1ccc(CN2CCCC(CO)(Cc3cccc(Cl)c3)C2)cc1 (stereo unspecified) | -17.9 | -6.2 | 11.0 | -37.4 | 8.3 | -3.9 | 1.3 | 0.3 | 13.8
O=c1c2cc(F)ccc2sn1-c1ccccc1Cl | 3.5 | 1.2 | 1.5 | 18.6 | / | -5.2 | 12.9 | -1.4 | 0.2
CC(C)(C)C1CCC(=O)N(CCC#N)CC1 (stereo unspecified) | 8.9 | 1.6 | 1.6 | 2.1 | -0.3 | -0.6 | -0.8 | -3.0 | 1.1
Cc1coc2c1c(C)cc1oc(=O)c(CC(=O)NCC(=O)NCC(=O)O)c(C)c12 | 0.9 | -2.7 | 1.6 | 1.3 | / | -7.1 | -0.4 | 0.6 | 11.4
CCS(=O)(=O)N1Cc2ccccc2CC1C(=O)Nc1nccs1 (stereo unspecified) | 1.1 | -0.7 | 0.5 | -29.4 | 5.2 | -4.2 | 6.5 | -2.2 | -2.1
CC(C)C1CCN(C(=O)C2CCC(=O)N(CCc3ccc(Cl)cc3)C2)CC1 (stereo unspecified) | -6.4 | -4.9 | 7.5 | 6.2 | -0.6 | 1.6 | 0.6 | -6.9 | -1.9
CC(=O)NC(CC(=O)NCCCn1ccc2ccccc21)c1ccccc1 (stereo unspecified) | -9.9 | -1.0 | 0.8 | -13.8 | 1.5 | 8.1 | 5.9 | -2.8 | 10.0
COc1ccc(/C=C(\C#N)C(=O)NC2CCS(=O)(=O)C2)cc1OC (stereo unspecified) | 4.8 | -1.1 | 2.5 | -5.2 | -2.3 | -7.8 | -0.2 | -8.8 | 4.7
CC(=O)N1CC2(CC(c3ccc(Cl)cc3Cl)=NO2)CN1c1cccc(Cl)c1 (stereo unspecified) | -4.7 | -2.7 | 3.8 | 0.1 | / | -9.7 | 0.5 | -0.1 | -9.8
O=C(Nc1ccc2c(c1)OCCO2)C1c2ccccc2OCC(=O)N1Cc1ccccn1 (stereo unspecified) | 18.9 | 2.6 | 3.0 | / | / | -19.2 | / | 1.3 | -0.9
CC1CCN(C(=O)CN2C(=O)C(=O)N(C(C)C)C2=O)c2ccccc2S1 (stereo unspecified) | 8.2 | 0.2 | 0.1 | 4.6 | 0.8 | -11.5 | 2.9 | -0.5 | 6.2
N/C(=N\OC(=O)c1ccco1)c1ccc(Cl)cc1 | 3.8 | 0.6 | 0.9 | 1.3 | 3.3 | 1.9 | -1.2 | 0.1 | -4.5
COc1ccc(-c2cc3c(=O)n(CC(=O)N4CCCC4)ncn3n2)cc1 | 0.5 | -3.8 | 1.0 | -4.3 | -5.0 | -3.8 | 0.1 | 2.1 | -2.2
CC1(C)NC(=O)N(CCCCOc2ccc3c(c2)CCC3)C1=O | 1.8 | 4.8 | 10.4 | -11.8 | 0.5 | -8.5 | 1.4 | -3.5 | 0.4
CC[C@@](C)(NS(=O)(=O)OCC(Cl)(Cl)Cl)c1ccccc1 | 1.5 | -1.2 | -0.7 | -2.6 | -0.2 | -4.6 | 0.4 | 1.4 | 3.1
O=C(NC(=S)NCc1cccnc1)c1ccccc1[N+](=O)[O-] | 0.2 | 0.4 | 1.8 | 15.4 | 0.9 | 2.6 | -2.8 | -5.5 | 4.7
CN(c1ccc(C(=O)NCCCn2ccnc2)cc1)S(C)(=O)=O | 0.2 | -5.7 | 0.3 | 11.5 | -8.7 | -0.4 | -1.0 | -5.2 | 5.5

One compound at a time (already shown). Order of screens: CHRM4 PAM	M5 ag	CHRM4 agonist	CRFBP-R2 block	IDE inh	CHRM4 antagonist	CRFR2-BP ag	CHRM5 PAM	M5 antag
`Cc1ccc(OCC(=O)N2CCCc3ccccc32)cc1` as listed: 5.8	-4.7	-0.2	-3.6	-3.0	-11.0	-0.3	-0.7	-2.3
`O=c1c2cc(F)ccc2sn1-c1ccccc1Cl` as listed: 3.5	1.2	1.5	18.6	/	-5.2	12.9	-1.4	0.2
`Cc1ccnc(NS(=O)(=O)c2ccc(NC(=O)c3ccc(N4C(=O)CCC4=O)cc3)cc2)n1` as listed: 6.1	4.2	0.1	11.2	1.6	4.4	-0.6	6.3	-4.7
`O=C(Cn1nnc(-c2ccccc2)n1)Nc1ccccc1N1CCOCC1` as listed: -2.3	3.8	7.7	-7.5	-0.7	-5.0	-0.2	1.2	-6.9

(more compounds)
SMILES | CHRM4 PAM | M5 ag | CHRM4 agonist | CRFBP-R2 block | IDE inh | CHRM4 antagonist | CRFR2-BP ag | CHRM5 PAM | M5 antag
COc1cc(NC(=S)N2CCCCC2C)c(OC)cc1Cl (stereo unspecified) | -3.8 | -1.1 | -0.1 | 5.9 | -2.1 | 3.7 | -1.6 | 10.4 | 8.1
Cc1cc(C)c2c(N=NN3CCCCC3)[nH]nc2n1 | -0.5 | -0.4 | -0.2 | 9.1 | 2.3 | -1.1 | -2.1 | 1.6 | -2.2
CCN(CC)S(=O)(=O)c1ccc(OCCNS(C)(=O)=O)cc1 | -6.7 | -0.6 | 1.5 | 5.9 | 0.0 | -2.5 | -1.2 | -15.0 | 29.4*
COc1cc(C2Nc3ccccc3C(=O)N2c2ccc(Cl)cc2)c(Cl)cc1OCC(=O)O (stereo unspecified) | -4.8 | 0.0 | 1.0 | 15.9 | 5.5 | -1.3 | -0.1 | 1.9 | -0.7
CCOc1cc(C(=O)Nc2ccc(S(=O)(=O)NC3=NCCCCC3)cc2)cc(Br)c1OC | -1.7 | -6.7 | -1.4 | 4.4 | 6.2 | -0.4 | -0.2 | -10.7 | -1.6
CC(NCc1ccco1)C(=O)N1CCc2ccccc2C1 (stereo unspecified) | 14.4 | 1.0 | 3.6 | 8.3 | -2.6 | -13.8 | -0.8 | 6.1 | -7.5
Cc1cc2oc(C(=O)Nc3c(C)n(C)n(-c4ccccc4)c3=O)c(C)c2cc1Cl | 0.3 | -0.9 | 4.3 | -13.3 | 0.1 | -11.0 | -3.6 | -8.2 | 8.6
COc1ccc(N(CC(=O)NCCSc2ccccn2)S(=O)(=O)c2ccccc2)c(OC)c1 | -2.4 | -0.4 | 26.1 | 0.4 | -1.6 | -17.2 | -1.0 | -11.3 | 7.4
O=C(CC(c1ccc(F)cc1)c1ccco1)Nc1nccs1 (stereo unspecified) | -5.6 | -0.5 | 1.8 | -14.2 | 1.3 | 4.8 | -3.9 | -8.1 | 9.9
Cc1c(NC(=O)CN2C(=O)NC(C)(c3ccc(OC(F)F)cc3)C2=O)c(=O)n(-c2ccccc2)n1C (stereo unspecified) | 3.2 | 1.2 | 1.1 | -4.5 | 4.3 | -15.9 | -0.6 | -5.1 | 4.2

High-throughput results (PubChem)
